Source: PubChem (The Scripps Research Institute Molecular Screening Center)
TDP2 absorb: TDP2 (human) inhibition, absorbance primary screen; 370,000 compounds, 0.34% hits; recombinant TDP2, T5PNP hydrolysis, p-nitrophenol absorbance 415 nm; inhibition, % at 12.8 µM;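 active = inhibition above the mean of all tested compounds plus 3 SD, set per campaign, cut at about 25% in these data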;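 also: 0% = DMSO with enzyme and 100% = buffer with substrate but no TDP2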
Target sequence (O95551 whole entry, looked up): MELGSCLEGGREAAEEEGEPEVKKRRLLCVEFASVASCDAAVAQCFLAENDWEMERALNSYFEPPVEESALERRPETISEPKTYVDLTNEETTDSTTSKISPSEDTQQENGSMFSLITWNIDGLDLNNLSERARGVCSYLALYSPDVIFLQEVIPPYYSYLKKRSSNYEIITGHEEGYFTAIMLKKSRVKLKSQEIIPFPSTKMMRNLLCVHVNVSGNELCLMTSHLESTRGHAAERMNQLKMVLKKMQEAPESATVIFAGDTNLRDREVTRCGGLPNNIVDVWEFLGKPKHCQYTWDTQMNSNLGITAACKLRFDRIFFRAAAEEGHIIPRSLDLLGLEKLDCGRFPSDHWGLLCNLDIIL
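System – recombinant human TDP2 · Quantity – TDP2 enzyme at 120 nM final · Doses – single concentration, 12.8 µM nominal, with 1% DMSO · Incubation – 2 h at 37 °C · Measured by – epi absorbance of p-nitrophenol freed from T5PNP by hydrolysis · Read-out – % inhibition relative to enzyme-containing and enzyme-free wells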
PRMT1 inh: inhibitors of human PRMT1 | Q99873 | recombinant PRMT1, activity-based probe fluorescence polarization | inhibition, % at 2.79 µM | 370,000 compounds, 1.3% hits | AID 652257;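 active = inhibition above about 21% made by adding two undisclosed values, limit read from the data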
UHRF1 MBD2 ctr: human UHRF1 methylated DNA binding inhibitors; 370,000 compounds, 0.75% hits; inhibition, % at 4.4 µM; UHRF1 binding to methylated oligo, TR-FRET; Q96T88; in the data active = inhibition above about 21%;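 also: UHRF1 SRA domain binding a hemimethylated CpG hairpin DNA probe; 0% = median of test compound wells and 100% = reference inhibitor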
proKLK7 act: activators of human kallikrein-7 zymogen; P49862; purified proKLK7, EDANS-DABCYL substrate fluorescence; 100% is mature enzyme control, 0% vehicle; activation, % at 7 µM; 370,000 compounds, 0.9% hits; AID 652039;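 active = activation above the mean of all tested compounds plus 3 SD, computed per campaign excluding outliers beyond control limits, cut at about 13% in these data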
Target sequence (P49862 whole entry, looked up): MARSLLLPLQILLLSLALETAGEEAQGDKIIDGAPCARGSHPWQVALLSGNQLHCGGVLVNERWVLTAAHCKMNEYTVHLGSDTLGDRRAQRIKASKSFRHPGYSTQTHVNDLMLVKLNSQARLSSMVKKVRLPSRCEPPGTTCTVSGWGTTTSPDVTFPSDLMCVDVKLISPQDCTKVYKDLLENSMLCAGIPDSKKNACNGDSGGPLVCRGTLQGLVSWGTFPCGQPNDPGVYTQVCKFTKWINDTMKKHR
MBD2 DNA inh: blocks human MBD2 binding to methylated DNA; TR-FRET, MBD2 binding to methylated oligonucleotide; 370,000 compounds, 0.31% hits; inhibition, % at 4.4 µM; Q9UBB5; in the data active = inhibition above about 13%
Target sequence (Q9UBB5 whole entry, looked up): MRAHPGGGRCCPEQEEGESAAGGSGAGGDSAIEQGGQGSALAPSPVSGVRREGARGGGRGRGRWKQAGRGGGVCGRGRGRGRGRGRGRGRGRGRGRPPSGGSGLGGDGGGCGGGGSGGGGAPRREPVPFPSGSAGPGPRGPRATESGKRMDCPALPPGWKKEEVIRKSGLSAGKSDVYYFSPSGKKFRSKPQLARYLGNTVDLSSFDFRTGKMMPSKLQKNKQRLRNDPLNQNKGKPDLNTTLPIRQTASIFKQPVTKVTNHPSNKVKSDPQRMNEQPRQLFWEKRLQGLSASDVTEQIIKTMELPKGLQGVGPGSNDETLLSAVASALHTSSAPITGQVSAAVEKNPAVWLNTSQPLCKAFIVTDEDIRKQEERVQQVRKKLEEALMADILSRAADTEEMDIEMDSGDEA
LEDGF integ inh: blocks HIV-1 LEDGF/p75-dependent DNA integration; TR-FRET IN-LEDGF/p75 DNA integration, Eu/Cy5; inhibition, % at 3.7 µM; 370,000 compounds, 0.64% hits; AID 743269;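 active = inhibition above the screen-wide mean plus 3 SD, cut at about 13% in these data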;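 also: signal is the Cy5 over europium emission ratio at 671 and 618 nm; 0% = plate median of compound wells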
DDE Tn6 FP inh: DD(E)-Tn6 binding inhibition, primary FP screen; Fibrin DD(E) TRITC-Tn6 fluorescence polarization displacement; inhibition, % at 8.3 µM; 370,000 compounds, 0.21% hits; AID 720509; P02675;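 active = inhibition above a per-campaign cutoff: mean of compounds within control limits plus 3 SD, cut at about 15% in these data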;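 also: 0% = median of all compound wells on the plate and 100% = blocking peptide control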
SIAE primary: inhibitors of human sialic acid acetylesterase SIAE; Q9HAT2; SIAE FP-Rh probe binding, fluorescence polarization; inhibition, % at 9.66 µM; 370,000 compounds, 0.69% hits; AID 1053197;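 active = inhibition above a cutoff: mean of compounds within the control limits plus 3 SD of those, cut at about 17% in these data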;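 also: 0% = plate median of compound wells and 100% = probe without SIAE protein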
TCR-CD3 inh: human TCR-CD3 binding inhibition; TAMRA-labeled TCR probe fluorescence, biochemical; inhibition, % at 9.4 µM; 360,000 compounds, 0.37% hits; AID 651800; in the data active = inhibition above about 19%;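 also: recombinant mutant TCR 2C K166C tagged with TAMRA read by polarization; 0% = receptor in buffer alone and 100% = receptor with positive control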
Tn7 DDE FP: disrupts Tn7 cyclic peptide binding to fibrin D-Dimer-E complex. P02675. FP displacement of FITC-Tn7 peptide from fibrin DD(E); 0% = median of compound wells per plate. inhibition, % at 8.3 µM. 370,000 compounds, 0.13% hits;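 active = inhibition above the mean of compounds falling within the control limits plus 3 SD of them, cut at about 14% in these data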;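 also: 0% = plate median of compound wells and 100% = 10 µM Aha-Tn7 peptide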
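System: human fibrin DD(E); quantity: Fibrin-DD(E) at 2 µM final; also added: fluorescent Tn7 probe at 0.1 µM; compound dosing: single nominal test concentration of 8.3 µM per compound; schedule: 10 min preincubation, 3 h with tracer, room temperature; detection: fluorescence polarization of the labelled Tn7 tracer; repeats: one replicate per compound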
* = called active by the depositor; . = not tested or not shown.

SMILES	TDP2 absorb	PRMT1 inh	UHRF1 MBD2 ctr	proKLK7 act	MBD2 DNA inh	LEDGF integ inh	DDE Tn6 FP inh	SIAE primary	TCR-CD3 inh	Tn7 DDE FP
O=C1OCCC1Sc1nnc(-c2ccc(O)cc2)o1 (configuration not stated)	-1	0	1	0.3	-8	10	1	2	2	6
O=C(N/N=C/c1ccc([N+](=O)[O-])s1)c1ccccc1Br	3	0	6	-0.2	-1	0	2	4	-6	-4
O=c1c2ccccc2c(C=NCCCN2CCOCC2)c(O)n1Cc1ccccc1	6	-1	17	2.2	6	3	-3	3	-3	0
CNS(=O)(=O)c1cccc(C(=O)OCC(=O)N2c3ccccc3NC(=O)C2(C)C)c1	-4	4	5	0.2	6	2	-2	8	-4	6
CCCCN(CC)CCNC(=O)c1cc2c(=O)[nH]c3ccccc3c2s1	2	2	-5	1.9	0	-2	5	0	2	2
COC(=O)CSc1nnc(-c2sc3cc(OC)ccc3c2Cl)n1C	10	-1	1	-0.2	-2	-1	3	0	0	-5
Cc1cccc2c1CC(C)(C)N/C2=C\C(N)=O	-3	45*	-3	0.2	-6	6	-2	14	-4	2
COc1ccc(CCNC(=O)Cn2nc([N+](=O)[O-])c(Br)c2C)cc1OC	0	-1	0	0.0	-6	-1	-7	7	-4	10
O=C(CN1CCc2ccccc2C1)NC1CCCC1	-16	-6	2	-0.1	0	0	-8	-11	-2	-6
Cc1cc(C)c(C#N)c(SCc2nnc(-c3ccccc3[N+](=O)[O-])o2)n1	-5	1	3	-0.6	1	-2	1	-4	0	0
COc1ccc(C(NC(=O)C2CCN(Cc3ccc(Oc4ccccc4)cc3)CC2)c2ccccn2)cc1 (configuration not stated)	-4	3	0	-0.1	-5	-5	-6	-7	-2	0
c1ccc(-c2cc3n(c2)CCc2ccccc2-3)cc1	7	3	-5	-0.9	-2	0	1	3	6	-2
Cc1c(O)ccc(/C=N/Nc2nc(-c3cccnc3)nc3ccccc23)c1O	2	-1	-2	-1.1	-5	-3	-30	6	3	1
O=C(O)CCN(CCC(=O)O)c1ccccc1	1	-1	-1	-0.1	-3	-1	1	4	-4	6
COc1ccccc1CNC(=O)C(C)Sc1ccsc1[N+](=O)[O-] (configuration not stated)	4	9	3	-0.1	-5	1	-8	-5	-9	4
O=C(O)c1ccc(-c2ccccc2)[nH]c1=O	-9	-5	0	2.3	-5	5	-6	3	-4	12
COc1ccccc1N=c1scc(-c2ccc3c(c2)NC(=O)CO3)n1CC1CCCO1 (configuration not stated)	6	2	0	0.4	5	2	-2	3	6	-2
Cc1ccc(NC(=O)C(=O)NCCN2CCN(S(=O)(=O)c3ccccc3)CC2)cc1C	4	1	-1	-0.2	-4	3	2	-4	11	4
CCc1ccc(/C=N/NC(=O)c2nnn(-c3nonc3N)c2C(C)C)cc1	-12	0	0	-0.6	-3	-1	7	0	1	5
CCC(=O)Nc1ccc(NC(=O)CN2CCCC(C)C2)c(Cl)c1 (configuration not stated)	0	-7	-1	0.5	-1	-1	3	-3	5	2
COC(=O)CSc1nnc(-c2ccoc2C)n1-c1ccc(C)cc1	-11	5	22*	-0.6	13	2	-12	-3	-4	-7
COCCn1c(SCc2nc3ccccc3s2)nc2ccccc21	-8	4	-1	0.1	0	-3	0	-4	4	0
COc1ccc(CC(NC(C)=O)C(=O)NC2CCN(C(=O)c3ccccc3F)CC2)cc1 (configuration not stated)	-7	-3	3	-0.7	0	2	-1	1	-3	1
O=C(CSc1ccc([N+](=O)[O-])cn1)Nc1nccs1	-8	-2	-2	-0.1	-6	4	-7	3	-2	-1
CCOC(=O)c1c(-c2ccccc2)csc1NC(=S)NC(=O)c1ccccc1	-2	1	1	0.1	-1	0	-5	-4	8	-8
(list continues)
SMILES	TDP2 absorb	PRMT1 inh	UHRF1 MBD2 ctr	proKLK7 act	MBD2 DNA inh	LEDGF integ inh	DDE Tn6 FP inh	SIAE primary	TCR-CD3 inh	Tn7 DDE FP
COC(=O)C1=C(C)NC(=O)NC1/C=C/c1ccccc1 (configuration not stated)	-15	0	2	0.2	4	0	-5	-4	4	-6
CCC(C(=O)NC(C)(C)C)N(Cc1ccco1)C(=O)Cn1nnc(-c2ccc(F)cc2)n1 (configuration not stated)	-1	3	1	0.1	6	-2	8	-3	-1	1
Cc1cccc(NC(=O)c2sc(Cl)nc2C)c1C	-15	-1	-1	-0.1	1	-6	7	4	1	-1
COCCCN1CN(Cc2ccccc2)CNC1=S	-1	-3	1	-0.7	-2	-1	2	10	-2	-1
O=C(Nc1cccc(F)c1)N1CCN(C/C=C/c2ccccc2)CC1	4	-1	0	0.1	0	-2	-6	-5	1	7
COCc1nnc(NC(=O)c2ccc(S(=O)(=O)N(C)c3ccccc3)cc2)o1	3	-5	-1	-0.1	-3	-2	3	4	-5	-8
CN(CCO)C1=CC(=O)CC(C)(C)C1	-9	2	2	0.0	0	6	-4	-3	-10	2
CN(c1ccc(OCC(=O)OCC(=O)Nc2ccc(OC(F)F)cc2)cc1)S(=O)(=O)c1cccs1	2	1	0	0.2	0	-3	7	-10	-7	2
CC(=O)c1c(C(C)=O)c(C)n(NC(=O)c2ccc(Cl)cc2)c1C	4	3	0	0.0	-2	-1	-6	-3	-2	-9
CCCN1CC=C2C(C#N)=C(N)C(C#N)(C#N)C(c3cccc(OC)c3OC)C2C1 (configuration not stated)	2	20	-12	0.9	-11	1	0	4	8	5
CCOC(=O)C1CCN(C(=O)CCCOc2ccccc2)CC1	5	-3	-2	0.0	-2	0	3	5	-2	-6
COc1ccc2c(c1)c(CC(=O)O)c(C)n2C(=O)c1ccc(Cl)cc1	0	-7	1	0.3	-5	-2	1	-3	.	-3
CCc1c(C)nc2cc(-c3cc(OC)cc(OC)c3)nn2c1N1CCCC1	-5	-2	-1	-0.2	-3	1	-6	1	3	-9
O=C(COC(=O)c1ccc(F)cc1F)c1ccc[nH]1	10	0	-4	0.6	4	0	10	-2	5	6
O=C(COC(=O)C12CC3CC(CC(C3)C1)C2)N1CCN(S(=O)(=O)c2ccccc2)CC1	-3	4	1	0.5	0	1	2	-1	1	-2
Clc1ccccc1OCCCCn1ccnc1	-6	-1	1	-0.1	-6	-3	5	-1	7	-6
COc1cc(NC(=O)N[C@@H](CCSC)C(=O)O)cc(OC)c1	6	-2	-3	-0.4	-1	1	-3	6	5	-9
CCN(CC)CCN(C(=O)c1cc(Cl)sc1Cl)c1nc2cc3c(cc2s1)OCO3	7	1	3	-0.3	-1	-2	10	7	-1	-6
Cc1cc(C)nc(NNC2=CC(=[N+]3CCCCC3)CC(C)(C)C2)n1	-6	15	1	0.1	2	-4	-5	3	0	-2
O=c1[nH]c(CN2CCCCC2)ccc1O	10	19	9	0.4	0	13	1	5	16	-3
O=[N+]([O-])c1ccc(Sc2ccc(F)cc2)nc1	12	5	1	-0.4	2	-3	2	-2	-9	3
COCCCNC(=O)CSc1nc2ccccc2c(=O)n1CCCN1CCCCC1	-6	-3	0	0.0	-1	-3	4	-8	2	-1
O=C(CC1CCCC1)NNC(=O)c1ccc(F)cc1	-7	1	2	-0.1	5	-5	-5	7	-1	5
COc1ccc(-c2nnc3ccc(SCC(=O)N4CCCCC4)nn23)cc1OC	0	0	-3	0.1	-3	0	4	-12	0	3
Nc1nc2cc(S(=O)(=O)N3CCOCC3)ccc2o1	9	17	0	0.9	6	3	-1	8	-5	0
Continued.
SMILES	TDP2 absorb	PRMT1 inh	UHRF1 MBD2 ctr	proKLK7 act	MBD2 DNA inh	LEDGF integ inh	DDE Tn6 FP inh	SIAE primary	TCR-CD3 inh	Tn7 DDE FP
COc1ccc(NC(=O)C(=O)NNC(=O)C(C)Oc2ccc(Cl)cc2Cl)cc1 (configuration not stated)	3	0	-6	-0.7	-3	3	11	-7	2	6
Cn1c(CNC(=O)c2ccccc2F)nnc1SCc1nc2ccccc2c(=O)[nH]1	0	3	4	-0.1	-1	-3	-7	-4	-6	0
Cc1cc(NS(=O)(=O)c2ccc(Br)s2)no1	-1	-2	3	-0.6	1	-2	5	3	1	0
O=C(Cn1nnc2ccccc21)NCc1ccccc1	5	-1	1	0.8	-4	-1	0	4	14	-5
O=C(CNS(=O)(=O)c1ccccc1)N/N=C/c1ccc(O)cc1	-5	-2	0	-0.6	-1	-2	3	5	-5	-2
N/C(=N\OC(=O)Cc1ccc(Cl)cc1)c1ccncc1	-7	-6	2	0.5	-3	4	2	-3	7	2
CCN1CCN(c2cc(C)c3cc(NC(=S)N4CC(C)CC(C)C4)ccc3n2)CC1 (configuration not stated)	-9	-2	-1	14*	-3	-1	7	2	7	-4
O=C(c1ccc(CS(=O)(=O)c2ccc(Br)cc2)o1)N1CCN(c2ncccn2)CC1	3	-3	-2	0.2	-1	0	3	7	6	-6
O=C(Nc1cccc(S(=O)(=O)N2CCCC2)c1)[C@@H]1O[C@H](CO)[C@H](O)[C@H](O)[C@H]1O	-6	-5	0	0.4	-6	9	-7	-1	-5	4
Cc1ccc(/C=N\NC(=O)c2ccc(Cn3cc(Br)c([N+](=O)[O-])n3)o2)o1	-2	-1	1	0.1	4	2	2	-7	-2	-6
O=c1ccn(C2CC(O)C(COC(c3ccccc3)(c3ccccc3)c3ccccc3)O2)c(=O)[nH]1 (configuration not stated)	4	4	-3	1.3	1	2	-11	12	-11	3
Cc1ccc(-n2c(SCC(=O)NC3CCS(=O)(=O)C3)nc3ccccc3c2=O)c(C)c1 (configuration not stated)	6	0	1	0.6	-6	2	-3	0	3	-4
CCCCCCCCN1[C@@H](CC(=O)OCC)c2cc(C(F)(F)F)ccc2S1(=O)=O	-5	-1	10	-0.2	1	-5	4	3	-1	7
O=C(CSc1nnc(C2COc3ccccc3O2)o1)N1CCCC1 (configuration not stated)	-6	23*	0	0.2	-4	4	-11	-7	0	-8
C=CCN(CC=C)Cc1c(O)ccc2c1oc(=O)c1ccccc12	-9	4	16	0.7	13*	0	-5	6	9	3
C=CCN1CCCC1CNC(=O)c1cc2[nH]nnc2cc1OC (configuration not stated)	-2	4	-1	1.3	2	-2	2	17	-4	-6
COc1ccc(CNC(=O)CN(Cc2ccc(Cl)cc2)S(C)(=O)=O)cc1	6	-1	-1	-0.1	1	1	3	-3	-2	-4
COc1ccccc1-c1cc(C(F)(F)F)nc(N2CCOCC2)n1	-1	6	2	-3.5	2	-1	-5	-5	-3	-2
COCCNC(=S)Nc1cc(OC)c(NC(=O)c2ccco2)cc1OC	5	2	-1	-0.6	4	-1	11	2	-3	4
COc1cccc(C2=NOC(C(=O)Nc3cc(C)on3)C2)c1OC (configuration not stated)	11	6	-1	0.3	3	-4	-7	3	-2	7

Random excerpt: two compounds from above.
SMILES	TDP2 absorb	PRMT1 inh	UHRF1 MBD2 ctr	proKLK7 act	MBD2 DNA inh	LEDGF integ inh	DDE Tn6 FP inh	SIAE primary	TCR-CD3 inh	Tn7 DDE FP
O=c1ccn(C2CC(O)C(COC(c3ccccc3)(c3ccccc3)c3ccccc3)O2)c(=O)[nH]1 (configuration not stated)	4	4	-3	1.3	1	2	-11	12	-11	3
N/C(=N\OC(=O)Cc1ccc(Cl)cc1)c1ccncc1	-7	-6	2	0.5	-3	4	2	-3	7	2
